# RGS4 inh: inhibitors of human RGS4 | P49798 | HEK293 M3R/RGS4 inducible, Fluo-4 calcium flux; stronger effect = higher value; triggered by carbachol at its EC20 | B-score at 10 µM | hit rate 0.45% among 310,000;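 active means B-score, a plate-corrected calcium signal, over three deviations above library mean, with baseline fluorescence within five deviations of library mean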;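 further: RGS4 expression induced by doxycycline in cells with stable M3 receptor; B-score is computed from the integrated fluorescence ratio over baseline after carbachol; higher B-score means a larger calcium signal and so more RGS4 inhibition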
# Target sequence (P49798 whole entry, looked up): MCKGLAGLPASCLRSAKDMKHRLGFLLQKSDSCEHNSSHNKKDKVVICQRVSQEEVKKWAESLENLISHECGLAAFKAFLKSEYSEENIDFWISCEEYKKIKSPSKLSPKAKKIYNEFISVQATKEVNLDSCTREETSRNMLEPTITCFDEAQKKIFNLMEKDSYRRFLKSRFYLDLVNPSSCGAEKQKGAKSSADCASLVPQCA
# MrgX1 allo act: allosterically activates human MrgX1 receptor signaling | Q96LB2 | AID 588675 | MrgX1-HEK293, Fluo-4 calcium flux, FDSS; stronger effect = higher value | hit rate 0.63% among 310,000 | B-score at 10 µM;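 active means plate-corrected calcium response at least 3 library SD above typical, normal starting fluorescence, not activating the receptor alone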;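 further: compound read alongside a low EC10 to EC30 dose of BAM8-22 agonist; peak minus trough fluorescence over baseline measured at the second addition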
# Target sequence (Q96LB2 whole entry, looked up): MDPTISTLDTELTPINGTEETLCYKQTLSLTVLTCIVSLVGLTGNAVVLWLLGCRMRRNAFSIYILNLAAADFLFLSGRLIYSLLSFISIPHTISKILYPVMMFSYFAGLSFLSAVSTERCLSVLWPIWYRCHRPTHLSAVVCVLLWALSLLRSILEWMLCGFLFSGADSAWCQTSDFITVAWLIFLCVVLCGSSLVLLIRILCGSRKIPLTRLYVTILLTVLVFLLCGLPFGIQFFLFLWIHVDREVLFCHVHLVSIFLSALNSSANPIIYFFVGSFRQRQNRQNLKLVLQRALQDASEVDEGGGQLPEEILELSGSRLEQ
# HDAC3 inhib: inhibitors of human histone deacetylase 3. recombinant HDAC3, fluorogenic peptide/trypsin coupled, fluorescence. inhibition, % at 8.3 µM. hit rate 0.15% among 320,000; in the data active means inhibition above about 26%, passing the limit was not always enough
# Target sequence (O15379 whole entry, looked up): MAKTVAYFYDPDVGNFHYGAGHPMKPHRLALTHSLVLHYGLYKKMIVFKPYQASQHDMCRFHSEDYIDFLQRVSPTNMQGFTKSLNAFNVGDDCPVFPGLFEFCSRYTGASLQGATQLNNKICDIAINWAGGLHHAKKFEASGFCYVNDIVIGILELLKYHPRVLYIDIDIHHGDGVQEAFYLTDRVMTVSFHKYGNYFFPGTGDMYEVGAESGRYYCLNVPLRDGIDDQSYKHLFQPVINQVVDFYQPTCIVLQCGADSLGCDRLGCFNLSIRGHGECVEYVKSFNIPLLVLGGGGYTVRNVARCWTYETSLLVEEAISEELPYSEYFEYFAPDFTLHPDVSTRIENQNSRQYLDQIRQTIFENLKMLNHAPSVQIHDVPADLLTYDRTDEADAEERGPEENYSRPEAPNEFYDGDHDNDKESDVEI
# ANO1 block: blocks the mouse calcium-activated chloride channel TMEM16A; normalized B-score (activity score, 25-100; higher = stronger inhibition) at 10 µM; hit rate 1.2% among 310,000; HEK293 TMEM16A/YFP iodide influx fluorescence, ionomycin; Q8BHY3;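 active means ratio plate-corrected score three or more library SD toward inhibition, starting fluorescence score within five deviations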;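 further: score derived from kinetic fluorescence span divided by baseline fluorescence per well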
# TRPC6 activator: activators of mouse TRPC6 channel; HEK293-TRPC6 membrane potential dye fluorescence; stronger effect = higher value; hit rate 0.13% among 310,000; AID 2550; B-score at 10 µM; Q61143;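 active means B-score of the integrated fluorescence ratio above library mean plus 3 SD, and starting fluorescence ratio within library mean plus 5 SD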;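 further: higher score means more depolarization so channel activation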
# MrgX1 agonist: human MrgX1 receptor agonism, primary screen; Q96LB2; MrgX1-HEK293 cells, Fluo-4 calcium fluorescence, agonist mode; stronger effect = higher value; hit rate 0.44% among 310,000; B-score at 10 µM;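 active means calcium response B-score plate-corrected fluorescence ratio at least 3 library SD, with starting fluorescence B-score inside 5 SD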
#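 Material – MrgX1-expressing HEK293 cells · Input – 15,000 cells seeded per well · Dosing – compound as first of three additions · Times – overnight seeding, then 1 h dark dye loading · Measured by – kinetic Fluo-4 NW fluorescence of intracellular calcium · Read-out – B-scored fluorescence response ratio · Benchmarks – positive and negative control wells on each plate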
# RGS4 act: potentiators or activators of RGS4. hit rate 0.92% among 310,000. B-score at 10 µM. HEK293 M3R/inducible RGS4, carbachol calcium flux Fluo4; stronger effect = lower value;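 active means B-score of the integrated calcium signal more than 4 SD below the library mean, with starting fluorescence not abnormally high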;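 further: negative B-score means reduced calcium response which marks RGS4 activation or potentiation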
#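 Material: Inducible-RGS4 HEK293 cells carrying M3 receptor; also added: carbachol at ECmax as muscarinic agonist stimulus; incubation: compound preincubation 20 min at room temperature before agonist; signal: Fluo4-AM (2 µM) calcium-flux fluorescence, kinetic read; measure: integrated calcium ratio converted to B score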
# ANO1 activ: mouse TMEM16A channel activation, primary screen; Q8BHY3; HEK293 TMEM16A/YFP-H148Q/I152L, iodide quench fluorescence; stronger effect = lower value; AID 623877; B-score at 10 µM; hit rate 0.3% among 340,000;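 active means fluorescence-ratio B-score plate-corrected deviation score at least 3 library SD below zero, with starting fluorescence score within 5 deviations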;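 further: channel opened by trigger with iodide after compound preincubation; score built on the fluorescence ratio of max minus min over baseline; more negative score means more quench and so TMEM16A activation or potentiation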
# TRPC6 inhibitor: inhibitors of mouse TRPC6 channel; Q61143; hit rate 1.1% among 310,000; B-score at 10 µM; HEK293-TRPC6, membrane potential dye, ACh-evoked depolarization; stronger effect = lower value; AID 2553;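 active means B-score under library mean minus 3 SD, initial fluorescence not abnormally high, positive integrated signal ratio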;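 further: B-score derived from integrated fluorescence ratio over the kinetic read; more negative B-score means stronger inhibition of depolarization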
# SKKanGAS inh: SKKanGAS growth inhibition; S. pyogenes SKKanGAS, kanamycin growth, BacTiter-Glo, 6 h; inhibition, % at 7.5 µM; hit rate 1.3% among 300,000;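 active means mean replicate score, as percent of positive control median, at least 50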;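 further: strain carries kanamycin resistance gene driven by streptokinase promoter and grows in 40 µg/ml kanamycin; loss of luminescence reflects streptokinase promoter inhibition or plain growth inhibition; 0% = median of DMSO wells and 100% = positive control at its reference dose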
# MrgX1 antag: antagonists of human MrgX1 receptor | hit rate 1.3% among 310,000 | MRGX1-HEK293 calcium flux, Fluo-4, BAM8-22 antagonism; stronger effect = lower value | Q96LB2 | B-score at 10 µM;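 active means calcium-response B-score plate-corrected more than 3 library SD below zero, starting fluorescence within 5 deviations, no agonist response on first addition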;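 further: peak minus trough fluorescence over baseline after final BAM8-22 challenge near maximal dose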
# * marks the source's active call; other numbers are inactive results; i = inactive; x = not tested or not shown. Compounds were not picked by outcome. Share with any hit: about 6.7%.
SMILES,RGS4 inh,MrgX1 allo act,HDAC3 inhib,ANO1 block,TRPC6 activator,MrgX1 agonist,RGS4 act,ANO1 activ,TRPC6 inhibitor,SKKanGAS inh,MrgX1 antag
O=C(Oc1ccc(Cl)c2cccnc12)c1cccnc1,i,i,6,i,i,i,i,i,i,68*,i
Cc1ccc(-c2cc(C(F)F)nc(NCc3cccs3)n2)cc1,i,i,-3,i,i,i,i,i,i,4,i
COC(=O)C1=C(C)N(c2ccc(OC)c(OC)c2)C(=O)/C1=C\c1ccco1,i,i,4,i,i,i,i,i,i,-11,i
Cc1ccc(NC(=O)Cn2nc(-c3ccco3)ccc2=O)cc1Cl,i,i,7,i,i,i,i,i,i,-10,i
CCOC(=O)c1sc(=NC(=O)c2cccc(Br)c2)n(C)c1C,i,i,-3,i,i,i,i,i,i,-10,i
COc1ccc(Cn2c(=O)[nH]c3cc(C(=O)N4CCN(c5ccc(C(C)=O)cc5)CC4)ccc3c2=O)cc1,i,i,1,i,i,i,i,i,i,23,i
CCCCNc1ccc(C(CC(N)=O)NC(=O)Cc2ccc(Br)cc2)cc1[N+](=O)[O-] (stereo unspecified),i,i,9,i,i,i,i,i,i,0,i
Nn1c(SCc2ccccc2)nc2c(cnn2-c2ccccc2)c1=O,i,i,3,i,i,i,i,i,i,0,i
Cc1ccc(C(=O)NC2CCS(=O)(=O)C2)cc1S(=O)(=O)N1CCOCC1 (stereo unspecified),i,i,2,i,i,i,i,i,i,-2,i
Cc1cc(SCC(=O)Nc2ccc(O)cc2)n2ncc(-c3ccccc3)c2n1,i,i,x,i,i,i,i,i,i,3,i
CCOC(=O)C1=NN(c2cccc(C)c2)C2(S1)SC(C(C)=O)=C(C)N2c1ccccc1 (stereo unspecified),i,i,13,i,i,i,i,i,i,1,i
CC(=O)Nc1ccccc1C(=O)C(=O)Nc1cccc(C(=O)NCC2CCCO2)c1 (stereo unspecified),i,i,6,i,i,i,i,i,i,0,i
O=C(O)c1nccnc1C(=O)N1CCN(c2ccccc2)CC1,i,i,-4,i,i,i,i,i,i,1,i
CC(C)[C@H](NC(=O)Nc1cccc(C(F)(F)F)c1)C(=O)O,i,i,13,i,i,i,i,i,i,-2,i
COc1cc2c(cc1OC)C(COc1cccc(C(F)(F)F)c1)NCC2 (stereo unspecified),i,i,1,i,i,i,i,i,i,-4,i
Cc1ccccc1NC(=O)Cc1nnc(SCC(=O)NC2=NCCS2)n1C,i,i,-8,i,i,i,i,i,i,1,i
COc1ccnc(Oc2ccc(C)cc2C)c1C#N,i,i,5,i,i,i,i,i,i,-5,i
CCOc1cc(/C=C2\SC(=N)N(c3nonc3N)C2=O)ccc1OCC(N)=O,i,i,2,i,i,i,i,i,i,21,i
CCOC(=O)Cn1ncc2c(=O)oc3ccccc3c21,i,i,5,i,i,i,i,i,i,6,i
CCOC(=O)/C(C(=O)Nc1ccccc1Br)=C1/NC(C)(C)Cc2ccccc21,i,i,-5,i,i,i,i,i,i,0,i
COc1ccc(-c2noc(CCC(=O)N(C)c3cccc(C)c3)n2)cc1,i,i,2,i,i,i,i,i,i,0,i
COC(=O)c1ccccc1NC(=O)C1CCN(c2ncnc3c2nc2n3CCCCC2)CC1,i,i,1,100*,i,i,i,i,i,6,i
O=C(c1ccc2nc(N3CCOCC3)sc2c1)N1CCC(Cc2ccccc2)CC1,i,i,-3,i,i,i,i,i,i,-1,i
O=C(CSc1ccc(-c2ccncc2)nn1)c1ccc(Cl)cc1,i,i,-1,i,i,i,i,i,i,-6,i
O=C(Nc1cccc(Cl)c1)OCc1cn(-c2ccccc2)nn1,i,i,3,i,i,i,i,i,i,-11,i
COc1ccc(OC)c(CCNC(=O)CCc2cn(C)c3ccccc23)c1,i,i,-2,i,i,i,i,i,i,-4,i
O=C(O)CCC(=O)Nc1ccc(/C=C/C(=O)C2CC2)cc1,i,i,1,i,i,i,i,i,i,2,i
NC(=O)c1cc2ccc(O)cc2oc1=NCc1ccccc1,i,i,x,i,i,i,i,i,i,1,i
Cc1nc(-c2cccc(NS(=O)(=O)c3ccccc3)c2)cs1,i,i,1,i,i,i,i,i,i,9,i
COc1cc(OC)cc(C(=O)Nc2nnc(Cc3ccc(OC)c(OC)c3)s2)c1,i,i,-5,i,i,i,i,i,i,11,i
CCCCN(C(=O)Nc1ccc(Cl)cc1)C1CCN(C(C)=O)CC1,i,i,4,i,i,i,i,i,i,-5,i
COc1ccc(CC(=O)NCCCc2ccccc2)cc1OC,i,i,1,i,i,i,i,i,i,-2,i
CC1CC(C)CN(CCCNC(=O)C2CCN(c3ncnc4c3sc3cccc(F)c34)CC2)C1 (stereo unspecified),i,i,-4,i,i,i,i,x,i,1,i
O=C(c1cc2ccccc2o1)N1CCN(c2ccccn2)CC1,i,i,-3,i,i,i,i,i,i,5,i
Cc1cc(CN(C)C(=O)C2CCC(=O)N(CCc3cccc(F)c3)C2)on1 (stereo unspecified),i,i,-8,i,i,i,i,i,i,-3,i
C=CCOc1ccc(/C=C2\SC(=S)N(N3CCOCC3)C2=O)cc1,i,i,6,i,i,i,i,i,i,-4,i
ClCCCc1cn(C[C@H]2CC[C@@H]([C@@H]3CC[C@H](Cn4cc(CCCCl)nn4)O3)O2)nn1,i,i,-1,i,i,i,i,i,i,0,i
COc1ccc(CN/C=C2\CCCCC2=O)cc1,i,i,4,i,i,i,i,i,i,2,i
Cc1ccc(NC(=O)CSc2ncc3ccccn23)cc1C,i,i,-1,i,i,i,-7.5*,i,i,-3,i
O=C(O)c1ccccc1-c1cn2cc(Cl)ccc2n1,i,i,5,i,i,i,i,i,i,-2,i
Cc1ccc(CNC(=O)Cn2ncn3cccc3c2=O)cc1,i,i,3,i,i,i,i,i,i,-3,i
O=C(NCc1ccco1)C1CCCN(S(=O)(=O)c2ccc(Br)cc2)C1 (stereo unspecified),i,i,-5,i,i,i,i,i,i,-26,i
O=C(CN1CCC(n2cnc3cc(F)ccc32)CC1)Nc1ccccc1Br,i,i,-4,i,i,i,i,i,i,-6,i
CCC(=O)N1CCCc2cc(S(=O)(=O)N3CCC(N4CCCCC4)CC3)ccc21,i,i,-4,i,i,i,i,i,i,3,i
O=C(NCc1ccco1)c1ccc(Cn2c(=O)c3ccccc3n(Cc3cccc(F)c3)c2=O)cc1,i,i,3,i,i,i,i,i,i,20,i
CCOC(=O)c1ccc(NC(=O)C2(c3ccc(OC)cc3)CCOCC2)cc1,i,i,11,i,i,i,i,i,i,-12,i
Cc1ccc(NC(=O)C2CCCN(C(=O)c3ccc(Cl)cc3)C2)c(C)c1 (stereo unspecified),i,i,2,i,i,i,i,i,i,-4,i
Cc1cc2c(Nc3ccccc3)ncnc2s1,i,i,5,i,i,i,i,i,i,9,i
Cc1cccc(-c2nc3c(c(SCC(N)=O)n2)CCCC3)c1,i,i,3,i,i,i,i,i,i,0,i
Cc1[nH]c2ccccc2c1/C=N/NC(=O)CNC(=O)c1ccc2c(c1)OCCO2,i,i,4,i,i,i,i,i,i,8,i
COc1ccc(-c2oc(NC(=O)c3ccc(C)cc3)c(C#N)c2-c2ccc(OC)cc2)cc1,i,i,1,i,i,i,i,i,i,6,i
COc1ccc2[nH]c(=O)c(CN(Cc3nnnn3Cc3ccccc3)CC3CCCO3)cc2c1 (stereo unspecified),i,i,-8,i,i,i,i,i,i,-4,i
CC(=O)CC1(O)C(=O)Nc2ccccc21 (stereo unspecified),i,i,x,i,i,i,i,i,i,-1,i
O=C(C(Cc1ccccc1)N1C(=O)C2C3C=CC(C3)C2C1=O)N1CCCCC1 (stereo unspecified),i,i,-4,i,i,i,i,i,i,4,i
CC(=O)c1c(C)c[nH]c1C,i,i,-4,i,i,i,i,i,i,-3,i
Cc1cccc(C)c1NC(=O)c1cnccn1,i,i,8,i,i,i,i,i,i,1,i
CCC1CCCCN1S(=O)(=O)c1ccc(NC(=O)CSc2ncccc2C(=O)O)cc1 (stereo unspecified),i,i,x,i,i,i,i,i,i,5,i
O=C(CN1C(=O)C2CCCN2C(=O)c2ccccc21)Nc1ccccc1-n1cccc1 (stereo unspecified),i,i,1,i,i,i,i,x,i,-5,i
CCOc1ccc(C(C(=O)NC2CCCC2)N(C(=O)c2snc(C(N)=O)c2N)C2CCCC2)cc1 (stereo unspecified),i,i,0,i,i,i,i,i,i,0,i
CCn1c(SCc2ccc(F)cc2)nnc1C1CCN(S(=O)(=O)c2ccc(OC)cc2)CC1,i,i,1,i,i,i,i,i,i,-9,i
# Continued:
SMILES,RGS4 inh,MrgX1 allo act,HDAC3 inhib,ANO1 block,TRPC6 activator,MrgX1 agonist,RGS4 act,ANO1 activ,TRPC6 inhibitor,SKKanGAS inh,MrgX1 antag
O=C(COc1ccc(Br)cc1)Nc1ccc2c(c1)C(=O)NC2=O,i,i,-4,i,i,i,i,i,i,-6,i
COc1ccc(C(=O)NC(Oc2ccccc2)C(Cl)(Cl)Cl)cc1 (stereo unspecified),i,i,1,i,i,i,i,i,i,2,i
CS(=O)(=O)N(CC(=O)N1CCOCC1)c1cc(Cl)ccc1Cl,i,i,-3,i,i,i,i,i,i,-6,i
COc1cc(-c2cc(C(=O)Nc3c(Cl)cc(Cl)cc3Cl)c3ccccc3n2)cc(OC)c1OC,i,i,-2,i,i,i,i,i,i,18,i
Cc1ccc(CSc2nnc(CCCCCNC(=O)OC(C)(C)C)o2)cc1,i,i,21,i,i,i,i,i,i,-9,i
O=c1cnnc(Nc2ccc(Nc3ccccc3)cc2)[nH]1,i,i,0,i,i,i,i,i,i,6,i

# In the list so far, 2 contain a CF3 group.
SMILES,RGS4 inh,MrgX1 allo act,HDAC3 inhib,ANO1 block,TRPC6 activator,MrgX1 agonist,RGS4 act,ANO1 activ,TRPC6 inhibitor,SKKanGAS inh,MrgX1 antag
CC(C)[C@H](NC(=O)Nc1cccc(C(F)(F)F)c1)C(=O)O,i,i,13,i,i,i,i,i,i,-2,i
COc1cc2c(cc1OC)C(COc1cccc(C(F)(F)F)c1)NCC2 (stereo unspecified),i,i,1,i,i,i,i,i,i,-4,i

# Screening results as filed in PubChem BioAssay.
